Source: PubChem
3CLpro inhibitor: SARS-CoV 3CLpro protease inhibition. actives 0.14% (n = 290,000). recombinant SARS-CoV 3CLpro, quenched FRET peptide cleavage. inhibition, % at 6 µM. AID 1706; in the data active = inhibition above about 12%
DUSP3 inh: blocks human VHR1 dual specificity phosphatase; P51452; recombinant VHR phosphatase, pNPP absorbance; inhibition, % at 13.3 µM; actives 0.52% (n = 290,000); in the data active = inhibition above about 50%; note: some compounds called inactive have numbers as strong as hits
Target sequence (P51452 whole entry, looked up): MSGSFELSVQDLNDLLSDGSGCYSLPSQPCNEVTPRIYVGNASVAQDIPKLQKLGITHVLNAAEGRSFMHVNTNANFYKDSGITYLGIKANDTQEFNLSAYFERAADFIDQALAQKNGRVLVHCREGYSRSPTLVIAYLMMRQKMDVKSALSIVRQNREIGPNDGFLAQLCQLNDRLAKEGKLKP
Numbers without * were called inactive; . = no result given.

SMILES	3CLpro inhibitor	DUSP3 inh
CCN(CC)CCCN1C(=O)C(O)=C(C(=O)c2ccc(C)o2)C1c1cccs1 (configuration not stated)	.	6.7
O=C(O)CN1CCOCCOCCN(CC(=O)O)CCOCCOCC1	.	17.3
CCCn1c(=O)c(C(=O)Nc2cnccn2)c(O)c2ccccc21	.	35.9
COc1ccccc1-c1nn2c(-c3ccccc3Cl)nnc2s1	.	-6.2
COC(=O)c1c(N)n(-c2ccc(N3CCOCC3)cc2)c2nc3ccccc3nc12	.	7.2
Cc1ccc(S(=O)(=O)c2cc3c(=O)n4cccc(C)c4nc3n(Cc3ccco3)c2=N)cc1C	.	41.9
CCc1cc2c(=O)c(-c3cscn3)coc2cc1OC	.	6.2
CN(C)CCN(C)Cc1ccc2c(c1)Cc1ccccc1-2	.	1.5
COc1ccc(-c2nnc3sc(-c4ccc(Br)o4)nn23)cc1OC	.	1.0
Cc1ccc(S(=O)(=O)c2cc3c(=O)n4cccc(C)c4nc3n(CC3CCCO3)c2=N)cc1 (configuration not stated)	.	37.4
Cc1ccc(Cn2c(SCC(=O)Nc3cccc(C)n3)nc3c2c(=O)n(C)c(=O)n3C)cc1	.	11.9
COc1cccc(C(=O)NCC2CCCO2)c1 (configuration not stated)	.	-7.7
CCc1ccc(Nc2n[n+](C)c(-c3ccc(C(=O)O)cc3)s2)cc1	.	11.2
Cn1c(=O)c2c3c(sc2n2c(SCc4ccc5c(c4)OCO5)nnc12)COC(C)(C)C3	.	15.4
C#CCOCCOCCOCCNc1nc(N2CCN(C(=O)[C@H](CCC(=O)O)n3cc(C(N)CO)nn3)CC2)nc(N2CCN(C(=O)[C@H](CCC(=O)O)n3cc(C(N)CC(C)C)nn3)CC2)n1 (some centres not stated)	.	22.5
Cc1cc(Oc2ccccc2)nc2ccc(O)cc12	.	-7.5
Cn1c(N2CCN(C(=O)C34CC5CC(CC(C5)C3)C4)CC2)nc2ccccc21	.	2.9
CCOc1ccc(CCN2C(=O)C(=O)N([C@H](CCCN(C)Cc3ccccc3)CNCc3ccccc3)C[C@@H]2C(C)C)cc1	.	-4.1
Cc1ccc2nc(NC3=NCN(C4CCCCC4)CN3)nc(C)c2c1	.	12.8
CO[C@H]1C[C@@H]2CC[C@@H](C)[C@@](O)(O2)C(=O)C(=O)N2CCCC[C@H]2C(=O)O[C@H]([C@H](C)C[C@@H]2CC[C@@H](O)[C@H](OC)C2)CC(=O)[C@H](C)C=C(C)[C@@H](O)[C@@H](OC)C(=O)[C@H](C)C[C@H](C)C=CC=CC=C1C	.	-1.2
COc1cc(C2c3c(oc4ccc(C)cc4c3=O)C(=O)N2c2cc(C)ccn2)cc(OC)c1OC (configuration not stated)	.	22.2
CC[C@@H]1CC=C[C@H]2[C@H]1C(=O)N(Cc1ccccc1)[C@H]2c1ccc2ccccc2c1	.	11.1
c1ccc(N(c2ccccc2)c2nc(N3CCOCC3)nc(N3CCOCC3)n2)cc1	.	15.3
Clc1ccc(-c2nn3c(-c4ccncc4)nnc3s2)c(Cl)c1	.	29.2
Cn1c(=O)c2c(nc(N3CCOCC3)n2CC(=O)c2ccccc2)n(C)c1=O	.	-9.7
SMILES	3CLpro inhibitor	DUSP3 inh
O=C1OCC2OC(O)C(O)C(O)C2OC(=O)c2cc(O)c(O)c(O)c2-c2c(O)c(O)c3oc(=O)c4c(c(O)c(O)c5oc(=O)c2c3c54)-c2c1cc(O)c(O)c2O (configuration not stated)	.	121.4*
C/C(=C/CCC(C)C1CCC2(C)C3CCC4C(C)(C)C(=O)CCC4(C)C3=CCC12C)C(=O)O (configuration not stated)	.	-0.3
Cc1cccc2cc(CN(Cc3ccco3)C(=O)N3CCCC3)c(=O)[nH]c12	.	6.7
C#CCOCCOCCOCCNc1nc(N2CCN(C(=O)[C@H](CCC(=O)O)n3cc(C(N)Cc4ccc(O)cc4)nn3)CC2)nc(N2CCN(C(=O)[C@H](CCCCN)n3cc(C(N)[C@H](C)CC)nn3)CC2)n1 (some centres not stated)	.	26.3
Cn1c(=O)c2c(SCC(=O)NCC3CCCO3)nc(-c3cccs3)nc2n(C)c1=O (configuration not stated)	.	-6.0
Clc1ccc2nc(NC3=NCN(CCN4CCOCC4)CN3)nc(-c3ccccc3)c2c1	.	-23.5
CCCn1c(SCC(=O)Nc2sc(C)c(C)c2C(=O)OC)nc2c1c(=O)n(C)c(=O)n2C	.	17.5
N[C@@H](Cc1c[nH]c2ccccc12)C(=O)O	.	6.5
CCOC(=O)Cn1c(=O)c2c(nc3n2CCN3c2ccc(C)cc2)n(C)c1=O	.	4.0
Cc1ccc(OCc2nn3c(-c4n[nH]c5c4CCC5)nnc3s2)cc1	.	8.6
CCn1c(SCC(=O)Nc2ccccc2C(=O)OC)nc2c1c(=O)n(C)c(=O)n2C	.	13.6
CCn1cc(C(=O)NCc2ccc3c(c2)OCO3)c(=O)c2ccc(C)nc21	.	31.3
Cc1ccccc1NC(=O)c1c(O)c2cccc3c2n(c1=O)CCC3	.	17.0
CCN1CCN(c2ncnc3c2oc2nc(C(C)C)c4c(c23)CCC4)CC1	.	36.8
NCc1ccc(-c2nc3ccccc3o2)cc1	.	-10.8
CC(=O)c1sc(-c2c(C)nc3sccn23)nc1C1CCCC1	.	-0.9
Cc1sc2nc(-c3cccs3)nc(N3CCCN(C)CC3)c2c1C	.	8.1
CCOc1cc(-c2ccc3c(c2)OCO3)cc(=O)c2c(C)oc(C)c12	.	12.9
c1csc(-c2nn3c(-c4ccncc4)nnc3s2)c1	.	4.5
Cn1c(=O)c(C(=O)Nc2cnccn2)c(O)c2ccccc21	.	-4.4
CCCOc1ccc(/C(O)=C2/C(=O)C(=O)N(CCN(CC)CC)C2c2ccncc2)cc1 (configuration not stated)	.	17.5
COc1ccc(C(CC(=O)N2CCN(c3ccccc3)CC2)c2c(OC)cc(OC)c3c(-c4ccccc4)cc(=O)oc23)cc1 (configuration not stated)	.	-12.8
O=C(O)CCc1cc(I)c(Oc2ccc(O)c(I)c2)c(I)c1	.	-1.2
O=C(CCCCC(=O)N1CCN(c2ccccc2)CC1)N1CCN(c2ccccc2)CC1	.	-6.2
CCOc1cc(NC(=O)C2CC2)c(OCC)cc1NC(=O)c1cccnc1	.	17.0

Complete entries, looked up by structure. Order of screens: 3CLpro inhibitor, DUSP3 inh
Entry for `COC(=O)c1c(N)n(-c2ccc(N3CCOCC3)cc2)c2nc3ccccc3nc12` → ., 7.2
Entry for `O=C(O)CN1CCOCCOCCN(CC(=O)O)CCOCCOCC1` → ., 17.3
Entry for `Cn1c(=O)c2c(nc(N3CCOCC3)n2CC(=O)c2ccccc2)n(C)c1=O` → ., -9.7

3 compounds from above, arranged by number of heavy atoms, smallest number first:
SMILES	3CLpro inhibitor	DUSP3 inh
CCOc1cc(-c2ccc3c(c2)OCO3)cc(=O)c2c(C)oc(C)c12	.	12.9
CCn1c(SCC(=O)Nc2ccccc2C(=O)OC)nc2c1c(=O)n(C)c(=O)n2C	.	13.6
Clc1ccc2nc(NC3=NCN(CCN4CCOCC4)CN3)nc(-c3ccccc3)c2c1	.	-23.5

Other compounds follow:
SMILES	3CLpro inhibitor	DUSP3 inh
C#CCOCCOCCOCCNc1nc(N2CCN(C(=O)[C@H](CCCCN)n3cc(C(N)CO)nn3)CC2)nc(N2CCN(C(=O)[C@H](CCC(=O)O)n3cc(C(N)CC(C)C)nn3)CC2)n1 (some centres not stated)	.	22.5
Cc1ccc(CN2C(=O)/C(=C3\SC(N4CCOCC4)=NC3=O)c3cc(Br)ccc32)cc1	.	7.0
CC1Cc2ccccc2N1C(=O)CSc1nnc(-c2ccc(S(=O)(=O)N3CCCCC3)cc2)o1 (configuration not stated)	.	31.5
COc1cccc(C2/C(=C(\O)c3c(C)nc4c(C)cccn34)C(=O)C(=O)N2CCCN(C)C)c1 (configuration not stated)	.	13.8
Cc1ccc(-c2nn(-c3ccccc3)c3[nH]c(=O)c(CNCCN(C)C)cc23)cc1	.	-5.6
Cc1noc2nc(-c3cccs3)cc(-c3nnc4n3CCCCC4)c12	.	28.0
CCc1nc(N2CCN(c3nc(C)cc(C)n3)CC2)c2oc3ccccc3c2n1	.	15.9
COc1ccc(-c2nnc3n2N=C(c2ccccc2)CS3)cc1OC	.	-0.8
Cc1ccc(-n2nc(C)c(C3C(C#N)=C(N)OC4=C3C(=O)CC(C)(C)C4)c2Cl)cc1 (configuration not stated)	.	33.4
Cc1nc2c3c(-c4ccccc4)c(-c4ccccc4)oc3ncn2n1	.	21.3
Cc1cc(NC(=O)CSc2nnc3c(C)cc4cc5c(cc4n23)OCO5)no1	.	-7.7
Cn1c(O)c(C=Nc2ccc(Cc3ccncc3)cc2)c(=O)n(C)c1=O	.	11.9
CCCC(=O)N1CCN(c2ccc(C(=O)c3ccc(OC)c(Br)c3)cc2F)CC1	.	31.6
CN(C)CCCN1C(=O)C(=O)/C(=C(/O)c2ccc(OCc3ccccc3)cc2)C1c1cccnc1 (configuration not stated)	.	32.7
COc1cccc(C2/C(=C(/O)c3ccncc3)C(=O)C(=O)N2CCCN(C)C)c1 (configuration not stated)	.	-4.0
Cc1ccn2cc(-c3ccc(S(=O)(=O)N4CCOCC4)cc3)nc2c1	.	-6.2
c1cncc(-c2nc(Oc3ccc(-c4nnco4)cc3)c3c4c(sc3n2)CCCC4)c1	.	18.2
OC(CNC1CCCCC1)CN1CCN(CC(O)CNC2CCCCC2)CC1 (configuration not stated)	.	-0.8
COc1ccc(CSc2nnc3n(C)c(=O)c4c5c(sc4n23)CCCC5)cc1	.	13.9
COc1cccc(/C(O)=C2/C(=O)C(=O)N(CCCN(C)C)C2c2cccc(Cl)c2)c1 (configuration not stated)	.	29.4
CC1OC(O[C@H]2CC[C@]3(C)C4C=C[C@]56OC[C@@]7(CC[C@@H](C)[C@H](C)C75)[C@H](O)C[C@@]6(C)[C@]4(C)CC[C@H]3C2(C)C)C(OC2OC(CO)C(O)C(O)C2OC2OCC(O)C(O)C2O)C(O)C1O (some centres not stated)	.	3.5
Cc1ccc2cc(CN(Cc3cccs3)Cc3nnnn3C(C)(C)C)c3nnnn3c2c1	.	7.9
COc1cccc(C2/C(=C(\O)c3c(C)nc4c(C)cccn34)C(=O)C(=O)N2CCCN(C)C)c1OC (configuration not stated)	.	13.8
CCOC(=O)c1cc2c(=O)n3cc(C)ccc3nc2n(Cc2cccnc2)c1=N	.	22.2
CSC1=C(C#N)C(c2ccccc2Cl)C2=C(CCCC2=O)N1 (configuration not stated)	.	27.5
SMILES	3CLpro inhibitor	DUSP3 inh
CCN(CC)CCCN1C(=O)C(O)=C(C(=O)c2ccco2)C1c1cc(OC)ccc1OC (configuration not stated)	.	10.4
COc1cc(-c2nc(-c3ccc(-c4ccccc4)nc3OC)no2)cc(OC)c1OC	.	35.7
CC1(C)CN=C(N2CCN(C3=NCC(C)(C)S3)CC2)S1	.	37.9
Cc1cccn2c(=O)c(C=Nc3c(C)n(C)n(-c4ccccc4)c3=O)c(N3CCCC3)nc12	.	1.0
Cc1sc2nc3n(c(=O)c2c1C)Cc1ccccc1-3	.	-7.5
CCn1c(SCC(=O)Nc2nc3c(s2)CCCC3)nc2c1c(=O)n(C)c(=O)n2C	.	20.8
CCN(CC)CCN1C(=O)C(=O)/C(=C(/O)c2ccc(OCC(C)C)cc2)C1c1ccncc1 (configuration not stated)	.	3.4
CC1CCc2c(sc3ncnc(SCC(=O)N4CCN(C(=O)c5ccco5)CC4)c23)C1 (configuration not stated)	.	18.9
O=c1c2c3nc4ccccc4nc3n(-c3cccc(F)c3)c2ncn1Cc1ccc2c(c1)OCO2	.	24.4
CCCn1c(=NC(=O)c2ccc3c(c2)OCO3)c(C#N)cc2c(=O)n3cccc(C)c3nc21	.	2.9
Cc1ccc(C)c2[nH]c(=O)c(CCNC(=O)C(C)C)cc12	.	19.7
COCCN1CN=C(Nc2nc(C)c3ccc(C)cc3n2)NC1	.	17.4
Cc1cc2nc(NC3=NCN(CCN4CCOCC4)CN3)nc(C)c2cc1C	.	49.4
CCOc1ccc2nc(NC3=NCN(Cc4ccco4)CN3)nc(C)c2c1	.	4.2
CCCCn1c(=O)c(C(=O)Nc2nc3ccccc3[nH]2)c(O)c2ccccc21	.	22.1
CC12CN3CC(C)(CN(C1)C31C(=O)N(Cc3ccccc3)c3ccccc31)C2=O (configuration not stated)	.	12.8
CC1OC(OC2C(OC3C(O[C@H]4CC[C@]5(C)C6C=C[C@]78OC[C@@]9(CC[C@@H](C)[C@H](C)C97)[C@H](O)C[C@@]8(C)[C@]6(C)CC[C@H]5C4(C)C)OC(C)C(O)C3O)OC(CO)C(O)C2O)C(O)C(O)C1O (some centres not stated)	.	-0.3
CN1C2CCC1/C(=C\c1ccccc1Cl)C(=O)/C2=C\c1ccccc1Cl	.	-0.2
Cc1ccc(S(=O)(=O)C(C#N)c2nc3ccccc3nc2N2CCCCC2)cc1 (configuration not stated)	.	20.8
CC(C)(C)C(=O)/C(C#N)=c1\s/c(=C\c2ccncc2)c(=O)n1CCCN1CCOCC1	.	6.4
Cn1c(=O)c2c(nc(SCC(=O)N3CCc4ccccc43)n2Cc2ccccc2)n(C)c1=O	.	6.7
Cc1ccc2nc3c(cc(C(=O)NCc4cccnc4)c(=N)n3C(C)C)c(=O)n2c1	.	35.7
Cc1nc(SCc2nnc(-c3ccc(Cl)cc3)o2)c2c3c(sc2n1)CCC3	.	2.8
Cc1ccc2c(C)nc(NC3=NCN(CCc4ccccc4)CN3)nc2c1	.	-8.2
COc1ccc(C2C(C(C)=O)=C(O)C(=O)N2CCN(C)C)cc1OC (configuration not stated)	.	32.0
Cc1cccn2c(=O)c3cc(C(=O)N4CCCc5ccccc54)n(C)c3nc12	4.4	.
CCOC(=O)c1sc(NC(=O)c2noc3c2CCCC3)c(C(=O)OCC)c1C	-0.2	.
CCOC(=O)c1sc(NC(=O)C2CCCO2)c(C(=O)OC)c1C (configuration not stated)	-0.2	.

2 of these compounds, reformatted.
SMILES,3CLpro inhibitor,DUSP3 inh
CC1(C)CN=C(N2CCN(C3=NCC(C)(C)S3)CC2)S1,.,37.9
Cc1cccn2c(=O)c(C=Nc3c(C)n(C)n(-c4ccccc4)c3=O)c(N3CCCC3)nc12,.,1.0

Not all compounds are listed, so the mix of outcomes need not match the whole.
